Compound activity (PubChem BioAssay)
FLuc modulator = firefly luciferase modulation, counter-screen for miR-21 project; P08659; Potency, µM (series often up to 57.5 µM), for inactives: at the top dose activity change, negative = inhibition, actives largely listed as inhibitors; purified FLuc, Km substrates, luminescence inhibition; 360,000 compounds, 6.9% hits; AID 588342;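 note: potency is the fitted concentration of half-maximal effect; plate controls were vehicle for no effect and reference inhibitor for full effect; nearly all actives have a fitted effect of over 55% in size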
Target sequence (P08659 whole entry, looked up): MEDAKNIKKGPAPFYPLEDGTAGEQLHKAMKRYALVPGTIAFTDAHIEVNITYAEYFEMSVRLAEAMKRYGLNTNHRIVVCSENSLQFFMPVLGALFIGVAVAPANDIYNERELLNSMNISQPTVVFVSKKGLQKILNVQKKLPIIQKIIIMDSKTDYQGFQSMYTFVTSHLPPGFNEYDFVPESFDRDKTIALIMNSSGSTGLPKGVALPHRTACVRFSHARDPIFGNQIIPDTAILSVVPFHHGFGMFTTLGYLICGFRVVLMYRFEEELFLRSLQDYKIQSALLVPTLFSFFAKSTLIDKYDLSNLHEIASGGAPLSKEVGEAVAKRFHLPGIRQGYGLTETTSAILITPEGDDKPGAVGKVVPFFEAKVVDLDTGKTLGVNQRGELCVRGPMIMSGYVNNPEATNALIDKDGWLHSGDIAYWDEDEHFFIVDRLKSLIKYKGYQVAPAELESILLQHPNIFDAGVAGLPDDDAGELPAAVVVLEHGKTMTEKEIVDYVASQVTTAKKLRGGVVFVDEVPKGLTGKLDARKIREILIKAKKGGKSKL
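Purified P. pyralis luciferase, 10 nM final, with Km-level 10 uM D-luciferin and 10 uM ATP in 50 mM Tris acetate pH 7.5, 10 mM Mg acetate, 0.01% Tween-20, 0.05% BSA; 6-point qHTS titration about 60 µM downward; luminescence read.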
p53 reactivator = mutant p53 re-activation in reporter cells; 320,000 compounds, 0.063% hits; H1299 p53-A138V BP100-luciferase reporter, luminescence, 24 h; AID 504706; Potency, µM (series often up to 92.2 µM), for the others: at the top dose activity change, positive = activation, usual class: activators; note: potency is the fitted concentration of half-maximal effect; % of control where 0% means no effect; nearly all actives have a fitted effect of over 45% in size
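p53-null H1299 cells stably carrying temperature-sensitive p53-A138V and a BP100-luciferase reporter were pinned with compounds (4-point, 1:5 series) and held 24 hrs at 37 deg C. Luminescence was read 10 min after detection reagent.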
Menin-MLL TR inh = inhibitors of human menin-MLL interaction, mutant MLL peptide. 270,000 compounds, 0.23% hits. AID 1768. O00255. Potency, µM (titrated, usually from 61.6 µM), without a hit: at the top dose FP activity change, negative = inhibition, usual class: inhibitors. Menin + Texas Red MLL mutant peptide, fluorescence polarization; active = well fitted inhibition curve with a large enough effect in the polarisation, with a control signal flat, not every such curve was filed as active; inconclusive = small, poorly fitted or top-dose-only effect, or effect the other way, or a change in a side signal; inactive = no such curve, though single readings can be large or run the other way; the % refers to the polarisation; note: potency is the fitted concentration of half-maximal effect; % of control where 0% means no effect; many of its hits are not listed in these tables
Rab9 prom act = Rab9 promoter activation. Huh7 Rab9 promoter-luciferase reporter, luminescence, 24 h. Potency, µM (doses to about 9.22 µM), inactives show top-dose activation, negative = inhibition, actives largely listed as activators. 320,000 compounds, 2.8% hits; note: potency is the fitted concentration of half-maximal effect; % of control where 0% means no effect; nearly all actives have a fitted effect of over 60% in size
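Measured in stably transfected Huh7 cells bearing a Rab9 promoter–luciferase construct: 24 h compound treatment at 37 °C, followed by luminescence detection.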
RORgamma inh = ROR gamma (mouse) transcription inhibition. P51450. Drosophila S2 Gal4-RORgamma UAS-luciferase reporter, 20 h. Potency, µM (highest dose often 53.6 µM), without a hit: at the top dose activity change, negative = inhibition, usual class: inhibitors. 310,000 compounds, 5.4% hits. AID 2551; note: potency is the fitted concentration of half-maximal effect; % is set by controls: 0 for no effect and ±100 for the full control effect; nearly all actives have a fitted effect of over 60% in size
Target sequence (P51450 whole entry, looked up, the tested form may be a part): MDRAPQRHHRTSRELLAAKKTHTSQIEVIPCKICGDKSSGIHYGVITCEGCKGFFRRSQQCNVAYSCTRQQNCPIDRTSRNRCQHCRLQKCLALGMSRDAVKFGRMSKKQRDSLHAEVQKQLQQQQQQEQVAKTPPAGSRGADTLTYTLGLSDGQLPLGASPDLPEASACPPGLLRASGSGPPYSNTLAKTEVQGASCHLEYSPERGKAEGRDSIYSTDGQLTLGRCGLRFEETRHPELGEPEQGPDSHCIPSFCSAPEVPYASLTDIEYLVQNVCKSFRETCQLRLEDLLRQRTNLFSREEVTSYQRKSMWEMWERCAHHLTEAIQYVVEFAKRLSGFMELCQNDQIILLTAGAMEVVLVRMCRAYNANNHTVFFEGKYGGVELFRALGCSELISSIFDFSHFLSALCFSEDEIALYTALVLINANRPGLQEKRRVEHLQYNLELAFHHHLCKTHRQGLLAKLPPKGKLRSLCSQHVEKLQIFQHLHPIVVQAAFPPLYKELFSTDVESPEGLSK
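Read-out: Photinus luciferase luminescence; inhibitors lower reporter signal. Insect Schneider cells with Gal4-ROR gamma fusion under metallothionein promoter, UAS reporter; 700 uM final copper sulfate induction, 20 hr, ambient temperature.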
Giardia kill = Giardia lamblia killing; Giardia lamblia trophozoite viability; activity change, % at 7.66 µM, hits read low; 340,000 compounds, 0.15% hits; in the data active = activity change below about -80%; inconclusive = between about -30% and that limit;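 note: parasites exposed to compound for two days anaerobically before the ATP read; % is set by controls: 0 for no effect and ±100 for the full control effect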
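Media and compound were dispensed first, then trophozoites at 100 cells/well; plates sat 48 hrs at 37 deg C without oxygen before ATP luminescence reagent was added and read after 15-30 min at room temperature.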
Gal4-VP16 FLuc = Gal4-VP16 reporter inhibition counter-screen | Drosophila S2 Gal4-VP16 UAS-luciferase, luminescence, 20 h | Potency, µM (highest dose often 53.6 µM), for inactives: at the top dose activity, negative = inhibition, hits mostly inhibitors | 310,000 compounds, 3.5% hits;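 note: Gal4-VP16 expression switched on by copper sulfate through the metallothionein promoter; potency is the fitted concentration of half-maximal effect; % is set by controls: 0 for no effect and ±100 for the full control effect; nearly all actives have a fitted effect of over 50% in size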
NPC1 promoter act = activates the NPC1 promoter; Huh7 NPC1 promoter luciferase reporter, 24 h; Potency, µM (series often up to 9.22 µM), for the others: at the top dose activation, most hits filed as activators; 320,000 compounds, 2.4% hits;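 note: potency is the fitted concentration of half-maximal effect; % of control where 0% means no effect; nearly all actives have a fitted effect of over 60% in size; reporter is driven by a mutant NPC1 promoter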
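Compounds in DMSO were transferred onto Huh7 NPC1-luciferase reporter cells pre-incubated 2 h; after 24 h at 37 °C, Amplite reagent was dispensed and luminescence recorded 10 min later.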
ELG1 genotoxic = inducers of genotoxicity in HEK293T ELG1-luciferase cells; HEK293T ELG1-luciferase reporter, luminescence, 16 h; Potency, µM (highest dose often 46 µM), for the others: top-dose activity change, positive = activation, actives largely listed as activators; 330,000 compounds, 1.3% hits; note: potency is the fitted concentration of half-maximal effect; % of control where 0% means no effect; nearly all actives have a fitted effect of over 60% in size
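Genotoxic stress is detected as increased luminescence from luciferase-tagged ELG1 in HEK293T cells, measured with ONE-Glo after a 16 hr treatment at 37 °C.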
PKM2 activator = PKM2 (human) enzyme activation | purified PKM2, Kinase-Glo ATP luminescence, activation; response scale: 0% is enzyme alone, no compound | 260,000 compounds, 0.34% hits | Potency, µM (doses to about 57.5 µM), for the others: at the top dose activation, actives largely listed as activators | P14618 | AID 1631; note: potency is the fitted concentration of half-maximal effect; % is set by controls: 0 for no effect and ±100 for the full control effect; nearly all actives have a fitted effect of over 55% in size
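Purified hPK-M2 (>95% pure) converted ADP (0.1 mM final) to ATP with 0.5 mM PEP in 50 mM imidazole pH7.2, KCl, MgCl2, Tween 20, BSA; 1 h at room temperature. ATP detected by Kinase-Glo luminescence.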
BRCA1 expr act = BRCA1 expression activation; MCF7-BRCA1-FFLuc reporter, luminescence, 48 h; response scale: scaled: vehicle 0%, 10 µM genistein 100%; Potency, µM (top dose mostly 46.1 µM), for inactives: at the top dose activation, actives largely listed as activators; AID 624202; 380,000 compounds, 1.1% hits; note: potency is the fitted concentration of half-maximal effect; nearly all actives have a fitted effect of over 80% in size; some results filed as inactive show a strong effect at the top dose
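MCF7 cells carrying a BRCA1-firefly luciferase reporter (2000 cells/well, phenol-red free MEM) were attached for 2 h at 37 °C, then given compounds for 48 h. Luminescence was read 15 min after luciferase reagent; activity normalized to genistein (10 microM) and DMSO.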
An asterisk follows results filed as active; ? = inconclusive; · = no result given; & = joins results of further samples; [ ] = dose if it differs, or a comment. Unless noted, calls come from the whole dose curve; as a rule, active = well fitted curve in the direction sought with a large enough effect; inconclusive = small, poorly fitted or top-dose-only effect, or another doubt; inactive = no such curve, though single readings can be large; an effect the other way counts as inactive or inconclusive. Not all compounds are listed; the hit share may differ from the screen's.

Values in the order – FLuc modulator	p53 reactivator	Menin-MLL TR inh	Rab9 prom act	RORgamma inh	Giardia kill	Gal4-VP16 FLuc	NPC1 promoter act	ELG1 genotoxic	PKM2 activator	BRCA1 expr act
O=C1C2ON(c3ccccc3)C(c3cccnc3)C2C(=O)N1Cc1ccccc1 (centres undefined)
  3%	0%	8%	-1%	18%	-8	-1%	4%	-9%	1%	2%
COc1ccccc1-c1nnc(SCC(=O)N2CCC(C)CC2)o1
  -2%	2%	-1%	1%	13%	4	0%	-6%	-2%	2%	-13%
CC(C)CCN(C(=O)CNC(=O)c1ccco1)C(C(=O)NC1CCCCC1)c1ccco1 (centres undefined)
  2%	-3%	-15%	5%	0%	6	5%	-2%	-8%	7%	-26%
CC(=O)NNc1nc(-c2ccc(NC(C)=O)cc2)cs1
  1%	4%	5%	-2%	-5%	-21	?	0%	-1%	4%	13%
COc1ccc(CNC(=O)Oc2ccccc2)cc1Cl
  ?	0%	-1%	-6%	6%	-9	6%	2%	-1%	1%	-1%
NCCc1nnc(SCC(=O)c2ccc(Cl)cc2)o1
  0%	-2%	·	-2%	8%	8	6%	-2%	-2%	-8%	-1%
O=C(c1cccc(S(=O)(=O)N2CCOCC2)c1)N1CCN(C/C=C/c2ccccc2)CC1
  0%	-8%	·	1%	·	-1	·	-1%	-4%	·	-13%
O=S(=O)(c1ccccc1F)N(Cc1ccco1)Cc1nnc(-c2ccccc2Br)o1
  5%	3%	5%	5%	22%	8	8%	-2%	-14%	4%	-2%
O=C(Nc1nc(-c2ccccc2)c(-c2ccccc2)s1)c1ccc(S(=O)(=O)N2CCCC2)cc1
  7%	17%	5%	-12%	-14%	8	3%[0.365 µM]	-10%	?	3%	-1%
Cc1nc2ccc(N=NN(C)C)cc2[nH]1
  ?	3%	·	-2%	1%	-11	-9%	-5%	0%	10µM*	28%
CCOc1ccc(C2/C(=C(/O)c3ccc(S(=O)(=O)N4CCCCC4)cc3)C(=O)C(=O)N2CCCOC)cc1OC (centres undefined)
  2%	4%	7%	0%	-38%	18	-13%	-2%	0%	5%	-24%
COc1ccc(N(C)C(=O)c2oc(=O)c3ccccc3c2-c2ccccc2)c(OC)c1
  6%	-2%	·	-3%	15%	7	-1%	0%	-10%	2%	-10%
CC(=O)c1c(C)[nH]c(C(=O)CSc2nnc(C)s2)c1C
  -14%	24%	-8%	?	-5%	-3	6%	29%	17%	1%	67%
CCOC(=O)N1CCN(C(=O)CCCN2C(=O)CSc3nc(C)cc(C)c32)CC1
  -2%	-2%	-25%	1%	15%	-19	3%	10%	-7%	-18%	-6%
CC(C)C(=O)Nc1nnc(S(=O)(=O)N(C)c2ccc(Cl)cc2)s1
  2%	-4%	22%	-6%	-3%	11	-8%	-2%	-2%	·	-11%
Cc1cccc(C)c1OCCCCN1CCNCC1
  1%	21%	-5%	0%	2%	10	5%	0%	-15%	0%	10%
CC(C)C(NC(=O)CSCc1ccc([N+](=O)[O-])cc1)C(C)C
  -7%	-2%	-4%	-2%	-8%	2	-36%	1%	-5%	-26%	-1%
CCc1cccc(NC(=O)CCCCCC2NC(=O)NC2C)c1 (centres undefined)
  -1%	-5%	-9%	-4%	29%	4	1%[10 µM]	-7%	8%	2%	-18%
O=c1[nH]c(Cc2ccccn2)nc2scc(-c3ccccc3Cl)c12
  -7%	9%	-3%	-9%	6.3µM*	3	11µM*	-2%	-7%	-2%	-4%
O=C1C(Cc2ccccc2)NC(=S)N1Cc1ccccc1 (centres undefined)
  -3%	-2%	11%	-2%	13µM*	4	-21%	0%	-4%	3%	-19%
O=C(Nc1ccc(F)cc1)OCCN1CCN(Cc2ccccc2)CCC1=O
  -18%	9%	14%&4%	0%	17%&32%	-13	-3%&-4%	-1%	3%	-5%	0%
COC(=O)c1ccc(Nc2cc(C)nc3ccc(C)cc23)cc1
  3%	4%	·	-17%	?	20	-26%	-29%	-4%	0%	-76%
CCCN(CCC)S(=O)(=O)c1ccc(C(=O)NNc2nc(-c3ccccc3)c3cc(Br)ccc3n2)cc1
  0%	-5%	-1%	-5%	?	-7	-1%	-5%	-3%	0%	-44%
Cc1nc2c(ccc3nc(NC(=O)Cc4cccc5ccccc45)sc32)s1
  ?	4%	-8%	?	17%	8	1%	-8%	-7%	-2%	-13%
COc1ccccc1NC(C)C(=O)N/N=C/c1ccccc1OCc1cccc(Br)c1 (centres undefined)
  4%	22%	9%	-9%	4%	-3	13%	-3%	-4%	1%	-28%
COc1ccccc1CCNC(C)CCc1ccc(O)cc1 (centres undefined)
  1%	·	-6%	3%	·	-13	·	-3%	-6%	1%	1%
COc1ccc(-c2c(C#N)c(N)nc3c2CCCCCC3)cc1OC
  1%	-4%	-18%	4%	-16%	10	-8%	-7%	2%	-6%	-26%
CN(C)c1ccc(NC(=O)COC(=O)CCC(=O)c2ccc(F)cc2)cc1
  -10%	-1%	4%	0%	20%	-1	20%	-5%	-1%	14%	-32%
COc1ccc(C2=NN(CC(=O)NCc3ccco3)C(=O)CC2)cc1
  2%	11%	-9%	-4%	-3%	10	7%	0%	-2%	-8%	-7%
CC(Sc1nnc(Nc2ccccc2)s1)C(=O)NC1CCCc2ccccc21 (centres undefined)
  0%	7%	-17%	1%	30%	-11	?	-1%	-3%	-2%	-42%
Cc1ccc(-c2c(C(=O)NCc3ccc(F)cc3)oc(=O)c3ccccc23)cc1
  3%&-1%	-2%	-1%	-15%	-9%	-7	-1%	1%	0%	-7%	-2%&-18%
CC(C)c1ccc(O)c(NC(=O)c2cccnc2)c1
  -9%	0%	-6%	5%	?	12	7%	7%	-1%	-4%	-50%
Cc1ccc(C)c(NC(=O)CSc2nnc(Cc3cccn3C)n2-c2ccc(F)cc2)c1
  -1%	-4%	-8%	-8%	8%	23	8%	1%	-7%	-1%	2%
COc1ccccc1C1NC(=O)NC(C)=C1C(=O)OC1CCC(C)CC1 (centres undefined)
  1%	·	6%	0%	·	-4	·	1%	0%	-2%	-1%
Cc1ccccc1Cn1c2ccccc2c2cnn(CC(=O)NCCCN3CCOCC3)c(=O)c21
  0%	-13%	0%	0%	6%	3	-7%	-1%	-4%	·	-18%
CCCCN(C)C(=O)C1CCN(CCCc2ccccc2)CC1
  -3%	0%	?	-4%	4%	0	12%	0%	-1%	-1%	-31%
Cc1ccc(-c2nc3ccccc3n3nnnc23)cc1
  -16%	?	-27%	1%	5%	-5	23%	2%	?	4%	-22%
COc1cc(OC)nc(-n2ncc(Br)c(Br)c2=O)n1
  5%	-35%[inhibitor]	-5%	-43%[inhibitor]	2.2µM*	15	4.5µM*	-36%[inhibitor]	-16%	1%	-83%
CCOC(=O)N1CCN(C(=O)CN2C(=O)NC(C)(c3ccc4ccccc4c3)C2=O)CC1 (centres undefined)
  3%	-5%	·	-6%	·	4	·	-10%	-1%	·	0%
COc1ccc(OC)c(NC(=O)CSc2nnc(CNc3ccc(C)cc3C)o2)c1
  0%	-7%	3%	3%	-1%	-1	-5%	3%	-4%	-2%	0%
COC(=O)c1ccc(NC(=O)c2cc3c(CO)cnc(C)c3oc2=Nc2cccc(C(N)=O)c2)cc1
  0%	7%	?	-9%	25%	4	-8%	-4%	-1%	·	17%

4 records drawn at random from the list so far, as already listed:
Values in the order – FLuc modulator	p53 reactivator	Menin-MLL TR inh	Rab9 prom act	RORgamma inh	Giardia kill	Gal4-VP16 FLuc	NPC1 promoter act	ELG1 genotoxic	PKM2 activator	BRCA1 expr act
CCCCN(C)C(=O)C1CCN(CCCc2ccccc2)CC1
  -3%	0%	?	-4%	4%	0	12%	0%	-1%	-1%	-31%
CCOC(=O)N1CCN(C(=O)CN2C(=O)NC(C)(c3ccc4ccccc4c3)C2=O)CC1 (centres undefined)
  3%	-5%	·	-6%	·	4	·	-10%	-1%	·	0%
COc1cc(OC)nc(-n2ncc(Br)c(Br)c2=O)n1
  5%	-35%[inhibitor]	-5%	-43%[inhibitor]	2.2µM*	15	4.5µM*	-36%[inhibitor]	-16%	1%	-83%
CC(C)c1ccc(O)c(NC(=O)c2cccnc2)c1
  -9%	0%	-6%	5%	?	12	7%	7%	-1%	-4%	-50%
